Screening results (PubChem BioAssay)
AmpC det inh: inhibitors of E. coli AmpC beta-lactamase with detergent | Potency, µM (series often up to 28.7 µM), for the others: top-dose activity change, negative = inhibition | purified AmpC, nitrocefin hydrolysis with detergent | P00811 | AID 584 | 71,000 compounds, 0.09% hits; active = well fitted curve in the direction sought with a large enough effect
Target sequence (P00811 whole entry, looked up): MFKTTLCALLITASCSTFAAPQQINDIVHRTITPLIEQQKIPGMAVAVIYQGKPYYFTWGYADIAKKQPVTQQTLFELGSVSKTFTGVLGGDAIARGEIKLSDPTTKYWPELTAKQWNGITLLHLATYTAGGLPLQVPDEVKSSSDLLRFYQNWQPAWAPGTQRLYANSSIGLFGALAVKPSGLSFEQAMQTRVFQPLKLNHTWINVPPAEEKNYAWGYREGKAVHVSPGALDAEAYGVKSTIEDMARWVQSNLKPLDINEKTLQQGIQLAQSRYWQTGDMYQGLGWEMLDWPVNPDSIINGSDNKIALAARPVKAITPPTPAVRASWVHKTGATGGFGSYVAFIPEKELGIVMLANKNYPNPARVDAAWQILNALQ
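E. coli AmpC (5.3 nM) in 20 mM phosphate pH 7.0 with 0.01% Triton X-100, preincubated 15 min RT with compound; nitrocefin (2 uL of 800 uM stock) hydrolysis followed by 480 nm absorbance every 20 s over 4 min.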
An asterisk follows results filed as active; [ ] = remark or other dose. % is set by controls: 0 for no effect and ±100 for the full control effect; potency is the fitted concentration of half-maximal effect. Not all compounds are listed; rates above refer to the full screens.

SMILES | AmpC det inh
CCCn1c(NCc2cc(OC)ccc2OC)nc2ccccc21 | -3%
CN1C(=O)C(O)(CC(=O)c2ccccc2O)c2cc(Br)ccc21 (stereo unspecified) | 12%
Cc1ccc(C2c3c(oc4ccc(Cl)cc4c3=O)C(=O)N2CCCN2CCOCC2)o1 (stereo unspecified) | 10%
COC(=O)[C@@]1(Cc2ccc(OC)cc2)[C@H]2c3cc(C(=O)N(C)C)n(CCc4ccccn4)c3C[C@H]2CN1C(=O)c1ccccc1 | -6%
CCC1CCCCN1CCNS(=O)(=O)c1ccc2c(c1)CCN2C(C)=O (stereo unspecified) | -2%
COCCn1c(C)cc(C(=O)COC(=O)c2ccc(-n3nc(C)cc3C)cc2)c1C | -4%
O=C(OC1CCN(CCCl)CC1)C(c1ccccc1)c1ccccc1 | 0%
Cc1c(C(=O)N2CCOCC2)oc2ccc(S(=O)(=O)N3CCCC3)cc12 | 1%
CCN(CC)CCCN1C(=O)C(O)=C(C(=O)c2ccco2)C1c1ccc(C)o1 (stereo unspecified) | -2%
O=c1oc2ccccc2n1CCCOc1ccccc1 | 8%
CN(C)c1nc(N2CCCCC2)nc(N2CCCCC2)n1 | 14%
CCCC(NS(=O)(=O)c1ccc(OC)cc1)C(=O)O (stereo unspecified) | 6%
c1ccc2oc(-c3nn4c(Cn5cnc6ccccc65)nnc4s3)cc2c1 | 10%
COc1cc(CNC(=O)c2ccc(Cn3nc(C)c(Cl)c3C)o2)cc(OC)c1 | -6%
COc1cc(C)c(S(=O)(=O)NCc2cccs2)cc1C | -2%
S=C(c1ccc(-c2cccc(Cl)c2)o1)N1CCOCC1 | 5%
CCOc1ccc(C(=O)c2ccc(OCC)c(N)c2)cc1N | 5%
COc1ccccc1N1CCN(S(=O)(=O)Cc2ccccc2Cl)CC1 | -2%
CC(C)Sc1nc2c(cnn2-c2ccc(F)cc2)c(=O)[nH]1 | 15%
CCOC(=O)COc1ccc(N)cc1CC(NC(C)=O)(C(=O)OCC)C(=O)OCC | -3%
Cc1cc(C)cc(-n2nnc(C(=O)NCc3ccc(Cl)cc3)c2N)c1 | -3%
O=C(O)CCCC[C@@H]1SC[C@H]2NC(=O)N[C@H]12 | -1%
CC1CCN(C(=O)CN(C)S(=O)(=O)c2cccc3nsnc23)CC1 | 2%
COc1ccccc1-n1c(SCC(=O)O)nnc1-c1ccc(S(=O)(=O)N2CCCCC2)cc1 | -2%
Cc1nnc(SCCn2c(N3CC(C)CC(C)C3)nc3c2c(=O)n(C)c(=O)n3C)s1 (stereo unspecified) | -3%
COc1cc(NC(=O)c2ncn[nH]2)cc(OC)c1OC | -3%
Clc1ccccc1Cn1nnc2c(Nc3ccccc3)ncnc21 | 1%
COc1cc(NS(=O)(=O)c2ccc(NS(=O)(=O)c3ccccc3)cc2)nc(OC)n1 | 5%
Cc1ccccc1-n1nnnc1SCC(=O)Nc1ccc(S(=O)(=O)N2CCCC2)cc1 | -5%
O=C(COc1ccccc1)Nc1ccc2c(c1)nc1n2CCSC1 | 14%
CCc1ccc2[nH]c(=O)c(C(c3nnnn3CCOC)N3CCN(c4ccc(F)cc4)CC3)cc2c1 (stereo unspecified) | 9%
Cn1cccc1C(=O)NC(=O)COC(=O)c1ccccc1Sc1ccccc1C#N | 0%
O=C1C(SC(F)(F)C(F)F)=C(C(F)(F)F)OC2C3C=CC(C3)C12 (stereo unspecified) | -2%
CC1(C)Cc2ccccc2C(/C(=N/O)C(N)=O)=N1 | -1%
COc1ccc(CCNC(=O)CN2CCN(c3cccc(Cl)c3)CC2)cc1OC | 0%
COc1ccc2c(c1OC)C(=O)OC2CC(=O)c1ccc2c(c1)OCO2 (stereo unspecified) | -3%
CN(C)c1ccc(CN(C(=O)c2ccco2)C2CCS(=O)(=O)C2)cc1 (stereo unspecified) | 1%
O=C(CN1CCN(Cc2ccc(Cl)cc2)C1=O)NCCN1CCCC1 | 11%
CCN1CCCC1CNCc1ccc(Cl)cc1Cl (stereo unspecified) | -1%
CC(=O)NCCNc1ncnc2ccc(-c3ccccc3Cl)cc12 | 11%

Looked up by structure from the list above (4):
SMILES | AmpC det inh
CCN1CCCC1CNCc1ccc(Cl)cc1Cl (stereo unspecified) | -1%
COc1ccc(CCNC(=O)CN2CCN(c3cccc(Cl)c3)CC2)cc1OC | 0%
O=C(CN1CCN(Cc2ccc(Cl)cc2)C1=O)NCCN1CCCC1 | 11%
CC(=O)NCCNc1ncnc2ccc(-c3ccccc3Cl)cc12 | 11%

(further entries)
SMILES | AmpC det inh
CCOC(=O)c1cc2sc(C)cc2n1CC(=O)Nc1cccc(C)c1C | 12%
CCC1S/C(=C(\C#N)C(=O)NCc2ccco2)N(c2ccc(F)cc2)C1=O (stereo unspecified) | 11%
O=C(NCc1ccccc1)NC1(C(=O)N2CCCC2)CCCCC1 | 10%
CC1(C)CC2CC(C)(CN2C(=O)COC(=O)Cn2[nH]c(=O)c3ccccc3c2=O)C1 (stereo unspecified) | -2%
N#Cc1nc(Cc2ccccc2)oc1N1CCC(C(N)=O)CC1 | 1%
COC(=O)c1ccccc1NC(=O)COC(=O)c1ccc(C)c(NC(=O)c2ccco2)c1 | 6%
CCNc1cc(=O)n(C)c(=O)n1C | -4%
Cc1ccc(C(=O)CSc2nnc(COc3cccc(C)c3)o2)cc1 | 1%
COc1ccc2[nH]c(=O)c(-c3noc(-c4ccccc4)n3)cc2c1 | -3%
O=C(Nc1ccc2nn(-c3ccccc3)nc2c1)c1ccc2c(c1)OCO2 | -2%
CC(C)COc1cc(=O)[nH]c(SCC(C)C)n1 | -11%
CC1OC(NCCc2ccccc2)C(O)C(O)C1O (stereo unspecified) | 1%
O=C(Cc1ccccc1)N1CCN(CC2CC=CCC2)CC1 (stereo unspecified) | -4%
CCN(CC)c1ncnc2sc(C(=O)N3CCN(c4ccc(OC)cc4)CC3)c(C)c12 | 1%
CC(C)N(CCCNC(=O)C1CCN(S(=O)(=O)N2CCOCC2)CC1)Cc1ccccc1 | -3%
CCOc1ccccc1NC(=O)Cn1cnc2c(nnn2-c2cccc(OC)c2)c1=O | 28%
COC(=O)c1nc2cc(C)ccn2c1F | 7%
Cc1cccn2c(=O)c3cc(C(=O)NCCN4CCOCC4)c(=N)n(CCc4ccccc4)c3nc12 | 8%
CC(=O)N1CCc2cc(S(=O)(=O)NCCC(=O)Nc3cccc(C)c3)ccc21 | 0%
COc1ccc2ccccc2c1C(O)c1nccn1C (stereo unspecified) | 0%
c1ccc(Oc2cccc(OCCCn3cncn3)c2)cc1 | -4%
CCOC(=O)c1cnn(-c2ncnc3c2oc2ccccc23)c1N | -5%
COc1ccccc1NC(=O)CN(c1ccccc1F)S(C)(=O)=O | -2%
Cc1cc(NC(=O)NC2CCCN2S(=O)(=O)c2ccc(Cl)cc2)no1 (stereo unspecified) | -2%
COc1ccc(-c2noc(CN3C(=O)c4ccccc4C3=O)n2)cc1 | 0%
Clc1cccc(CN2CCCCC2c2cccnc2)c1 (stereo unspecified) | 4%
CC(=O)Nc1cccc(NC(=O)c2cc3ccccc3o2)c1 | -3%
CCCC(C(=O)N1CCOCC1)N1C(=O)C2C3C=CC(C3)C2C1=O (stereo unspecified) | -2%
CC(C)CC(NC(=O)C(NC(=O)OC(C)(C)C)C(C)C)C(=O)N1CCCC1C(N)=O (stereo unspecified) | -4%
CNCCc1cnc[nH]1 | 0%
COc1ccc(-c2csc3nc(C)n(-n4cccc4)c(=O)c23)cc1OC | -3%
CCOC(=O)c1cnc2ccc(Br)cc2c1NCCO | -1%
CN(C)CCCc1c2ccccc2nc2ccc(Cl)cc12 | -2%[5.75 µM]
CC(NS(=O)(=O)c1ccccc1)C(=O)Nc1nccs1 (stereo unspecified) | 0%
CCOC(=O)N1CCC(NC(=O)CCc2nc(-c3ccc(C)cc3)no2)CC1 | -2%
COC(=O)C(C)Oc1cc(C)cc2oc(=O)c3c(c12)CCC3 (stereo unspecified) | 0%
N=C(C[C@@H](O)COc1ccccc1-c1ccccc1)N1CCCCC1 | -1%
Cc1onc(-c2ccccc2Cl)c1C(=O)Nc1ccc(-c2cn3cccnc3n2)cc1 | -5%
NCCc1nnc(SCc2c(F)cccc2Cl)o1 | 15%
Oc1ccccc1-c1nc(N2CCN(Cc3ccccc3)CC2)c2ccccc2n1 | -1%
CCOCCCN1C(=O)CN(C2CCCCCC2)C(=O)C1c1ccc(OC)cc1 (stereo unspecified) | -4%
OC(COc1ccccc1Cl)CN1CCN(CC(O)COc2ccccc2Cl)CC1 (stereo unspecified) | 8%
CCNc1ncc2nc(-c3cc(F)cc(F)c3)c(=O)n(C)c2n1 | 0%
CN(C)S(=O)(=O)c1ccc(C(=O)NCCOc2ccccc2)cc1 | -3%
CC(C)N(CCNC(=O)C1CCC(=O)N1Cc1ccc(F)cc1)Cc1ccccc1 (stereo unspecified) | -2%
C=CCn1c(Oc2cc(C)ccc2C)nc2c1c(=O)n(C)c(=O)n2C | 13%
CCN(CC)S(=O)(=O)c1cccc(C(=O)NC(C(=O)NC2=NCCS2)C(C)C)c1 (stereo unspecified) | -2%
CCc1ccc(N(C(C)=O)C2C=CS(=O)(=O)C2)cc1 (stereo unspecified) | -4%
COc1ccc(-c2nc3n(c(=O)c2C#N)CCCS3)cc1 | -6%
CCS(=O)(=O)N1CCCC(C(=O)NCCc2ccc(OC)c(OC)c2)C1 (stereo unspecified) | -4%
Following part
SMILES | AmpC det inh
COC(=O)[C@H](Cc1ccccc1)NC(=O)N1CCCCC1C (stereo partly specified) | 0%
O=C(N/C(=N\O)c1ccccc1)Nc1ccc(Cl)cc1 | -5%
CCOC(=O)CSc1nnc(Cc2ccccc2)n1Cc1ccco1 | -2%
COc1ccc(-n2c(SCC(=O)N3CCCCC3)nc(O)cc2=O)cc1 | 0%
Cc1c(NC(=O)CN2CCCc3ccccc32)c(=O)n(-c2ccccc2)n1C | -1%
CSc1nnc([C@H](C)NC(=O)OC(C)(C)C)o1 | 1%
O=S(=O)(NCCSc1ccccc1)c1cccs1 | -2%
CC(C)C(NC(=O)C1CCCCC1)C(=O)NC1CCN(Cc2ccccc2)CC1 (stereo unspecified) | -3%
Cc1cc(N=Cc2cc(Br)ccc2O)no1 | -4%
O=C(O)Cn1nnn(-c2ccccc2)c1=S | -5%
Cc1ccccc1NC(=O)Cn1nnc(-c2ccc(N3CCOCC3)cc2)n1 | -4%
Cc1cccn2c(=O)c3cc(C#N)c(=NC(=O)c4cccnc4)n(CC4CCCO4)c3nc12 (stereo unspecified) | -3%
Cc1nc(N2CCN(C(=O)CCC(=O)O)CC2)c2c(C)c(C)sc2n1 | 10%
CCc1nnc(NC(=O)CSc2nnc(COc3ccccc3)n2-c2ccc(C)cc2)s1 | 3%
CC(COc1ccccc1)N(CCCl)Cc1ccccc1 (stereo unspecified) | 10%
CC[C@@]1(O)C(=O)OCc2c1cc1n(c2=O)Cc2cc3c(NC(=O)CN)cccc3nc2-1 | -1%[5.75 µM]
CC(=O)Nc1ccc2c(c1)CC1(C(=O)N(C)C(=O)N(C)C1=O)C1CCCN21 (stereo unspecified) | -2%
N[C@@]1(C(=O)O)CCC[C@@H]1C(=O)O | -2%[5.75 µM]
O=C1c2ccccc2C(O)(Cc2ccccc2)N1C1CCCCC1 (stereo unspecified) | -5%
CCOC(=O)c1c(NC(=O)CSc2nnc(-c3cccnc3)n2Cc2ccco2)sc(C)c1C | -2%
COc1ccc(-n2cnnc2SC(C)c2nc3sc(C)c(C)c3c(=O)[nH]2)cc1 (stereo unspecified) | 4%
O=C(Nc1cccnc1)c1c(F)cccc1F | -2%
COc1ccc(C(NC(N)=O)c2ccccc2)cc1 (stereo unspecified) | 8%
CC(C)CN1CCCC2(CCN(C(=O)c3csnn3)CC2)C1 | 0%
Cc1ccc(-c2nnc(SCc3ccccc3F)o2)cc1 | 3%
COc1cccc(Oc2nnnn2-c2ccccc2)c1 | -2%
CC(=O)Nc1ccc(N/C=C/C(=O)c2ccc(C)o2)cc1 | -3%
O=C(CSc1ncn[nH]1)Nc1ccccc1C(=O)O | -2%
CCCn1c(-c2ccc(F)cc2)cnc1SCC(=O)O | 14%
CN1CCN(c2ncnc3ccc(-c4ccccc4C#N)cc23)CC1 | 5%
CCC(C)NC(=O)N[C@@H](Cc1ccccc1)C(=O)O (stereo partly specified) | -2%
CCCn1c(=O)c2ccccc2n2c(SCC(=O)c3cc(C)n(CC4CCCO4)c3C)nnc12 (stereo unspecified) | -5%
CC(C)CN(CC(C)C)c1nnc(N)s1 | 26%

Structural class: the compounds so far with a furan ring, fused or not
SMILES | AmpC det inh
Cc1ccc(C2c3c(oc4ccc(Cl)cc4c3=O)C(=O)N2CCCN2CCOCC2)o1 (stereo unspecified) | 10%
Cc1c(C(=O)N2CCOCC2)oc2ccc(S(=O)(=O)N3CCCC3)cc12 | 1%
CCN(CC)CCCN1C(=O)C(O)=C(C(=O)c2ccco2)C1c1ccc(C)o1 (stereo unspecified) | -2%
c1ccc2oc(-c3nn4c(Cn5cnc6ccccc65)nnc4s3)cc2c1 | 10%
COc1cc(CNC(=O)c2ccc(Cn3nc(C)c(Cl)c3C)o2)cc(OC)c1 | -6%
S=C(c1ccc(-c2cccc(Cl)c2)o1)N1CCOCC1 | 5%
CN(C)c1ccc(CN(C(=O)c2ccco2)C2CCS(=O)(=O)C2)cc1 (stereo unspecified) | 1%
CCC1S/C(=C(\C#N)C(=O)NCc2ccco2)N(c2ccc(F)cc2)C1=O (stereo unspecified) | 11%
COC(=O)c1ccccc1NC(=O)COC(=O)c1ccc(C)c(NC(=O)c2ccco2)c1 | 6%
CCOC(=O)c1cnn(-c2ncnc3c2oc2ccccc23)c1N | -5%
CC(=O)Nc1cccc(NC(=O)c2cc3ccccc3o2)c1 | -3%
CCOC(=O)CSc1nnc(Cc2ccccc2)n1Cc1ccco1 | -2%
CCOC(=O)c1c(NC(=O)CSc2nnc(-c3cccnc3)n2Cc2ccco2)sc(C)c1C | -2%
CC(=O)Nc1ccc(N/C=C/C(=O)c2ccc(C)o2)cc1 | -3%
